Compound activity from PubChem.
rad50 = NCI yeast anticancer drug screen, S. cerevisiae rad50 strain; % growth inhibition at 50 µM; 79,000 compounds, 10% hits; AID 155;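 further: 0% = growth of vehicle-only cultures of the same strain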
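Readout: growth inhibition relative to vehicle-treated cultures. Compound exposure was carried out in a genetically defined yeast strain deficient in DNA damage repair.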
yeast bub3 = NCI yeast anticancer drug screen, S. cerevisiae bub3 mutant strain; % growth inhibition at 50 µM; 78,000 compounds, 9.9% hits;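 further: 0% = growth of vehicle-only cultures of the same strain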
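Screening used yeast with an engineered genetic alteration affecting cell cycle control. Compound-exposed cultures were compared with vehicle cultures, and reduced growth was taken as inhibition.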
yeast cln2 rad14 = NCI yeast anticancer drug screen, S. cerevisiae cln2 rad14 strain; % growth inhibition at 50 µM; 78,000 compounds, 8.3% hits; AID 165;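 further: 0% = growth of vehicle-only cultures of the same strain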
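Readout is yeast growth inhibition versus vehicle-treated controls, using a strain with cln2 and rad14 alterations exposed to compound.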
mlh1 rad18 = NCI yeast anticancer drug screen, S. cerevisiae mlh1 rad18 strain. % growth inhibition at 50 µM. 79,000 compounds, 11% hits. AID 175;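 further: 0% = growth of vehicle-only cultures of the same strain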
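Inhibition values reflect reduced growth of mutant yeast versus vehicle-treated controls following compound exposure; the mutations affect DNA damage repair.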
sgs1 mgt1 = NCI yeast anticancer drug screen, S. cerevisiae sgs1 mgt1 strain. % growth inhibition at 50 µM. 78,000 compounds, 10% hits. AID 161;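 further: 0% = growth of vehicle-only cultures of the same strain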
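Read-out: growth inhibition vs vehicle controls. Cells: mutant yeast strain deficient in DNA damage repair.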
mec2-1 = NCI yeast anticancer drug screen, S. cerevisiae mec2-1 strain; 79,000 compounds, 9% hits; growth inhibition, % at 50 µM;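 further: 0% = growth of vehicle-only cultures of the same strain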
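mec2-1 yeast strain, carrying an alteration in DNA damage repair or cell cycle control, was exposed to compounds; growth inhibition was measured relative to vehicle-treated controls.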
Numbers without * were called inactive; · = no result given; ! = not confirmed by another sample. No stated cut-off is given here; in the data, active means growth inhibition above about 70%; inactive means the rest.

SMILES	rad50	yeast bub3	yeast cln2 rad14	mlh1 rad18	sgs1 mgt1	mec2-1
CC(=O)N(c1ccc(F)c(F)c1)c1ccc(F)c(F)c1	-18	20	2	14	-1	-6
CCNCC1CCCO1 (centres undefined)	-13	3	-6	-7	-14	-23
CCOCC(Cl)C(OCC)OCC (centres undefined)	0	3	-20	-1	-5	6
CC(C)OC(=O)CCCCCc1ccccc1	6	2	8	-8	-29	-3
CC(=O)C(CN1CCOCC1)C(C)(C)O (centres undefined)	3	3	-6	12	16	32
COc1ccc(C2(C(OC)OC)NC(=O)NC2=O)cc1 (centres undefined)	-27	-1	35	-9	-9	-4
O=[N+]([O-])c1ccc(N/N=C/c2cccc(C(F)(F)F)c2)c([N+](=O)[O-])c1	16	3	-8	19	9	10
OCC1c2ccccc2C(CO)c2c1ccc1ccccc21 (centres undefined)	0	-9	11	4	-7	-2
CC(C)NC(=O)c1ccccc1S(=O)c1ccccc1C(=O)NC(C)C	-16	5	11	7	8	3
O=C(O)CC1=C(c2ccccc2)C(O)(c2ccccc2)CC1=O (centres undefined)	5	11	-28	-11	7	15
NC(CC(=O)O)C(=O)O (centres undefined)	99*!	100*!	99*!	99*!	98*!	100*!
COC(=O)C1CC(C)(C)C1CCC(C)=O (centres undefined)	2	-4	1	2	5	6
O=C(O)c1ccc(S(=O)(=O)N=Nc2c(O)[nH]c3ccccc23)cc1	-7	-37	-1	-7	-35	-5
CCCCOCCOCCOc1ccc(C(=O)OC)cc1	-8	-3	-13	19	-17	3
Cc1ccc(OCC2OC(n3cnc4nc(N)nc(Cl)c43)CC2Oc2ccc(C)cc2)cc1 (centres undefined)	20	49	47	3	45	28
CCOCCOCCOC(=O)c1ccccc1O	-7	11	-14	4	-4	1
Cc1ccc(S(=O)(=O)Nc2ccccc2Cl)cc1	94*	94*	88*	94*	96*	77*
Cc1ccc(/C=C/c2cc(/C=C/c3ccc(C)cc3)c([N+](=O)[O-])cc2[N+](=O)[O-])cc1	23	-1	-62	1	-2	-15
O=C(O)C(C1NCCS1)N1Cc2ccccc2C1 (centres undefined)	-32	-24	15	-15	-45	-16
COc1ccc([N+](=O)[O-])c(C(OC(C)=O)OC(C)=O)c1OC(C)=O	4	1	9	-9	20	6
N#CC(C#N)=C(C1CC1)C1CC1	0	12	41	-22	-2	-2
CC1(c2ccccc2)CCC=C1CC(=O)O (centres undefined)	6	36	8	-5	-2	5
CSc1nc(NC2OC(COC(C)=O)C(OC(C)=O)C(OC(C)=O)C2OC(C)=O)c(N=CC=Nc2c(NC3OC(COC(C)=O)C(OC(C)=O)C(OC(C)=O)C3OC(C)=O)nc(SC)[nH]c2=O)c(=O)[nH]1 (centres undefined)	-14	7	-18	6	-14	-18
COc1cc(CCN=Cc2ccccc2O)c([N+](=O)[O-])cc1OC	-4	-7	12	-2	16	-10
Nc1cc(N)cc(C(=O)c2cc(N)cc(N)c2)c1	16	3	-16	-8	-7	1

Among those listed so far, these have fluorine.
SMILES	rad50	yeast bub3	yeast cln2 rad14	mlh1 rad18	sgs1 mgt1	mec2-1
CC(=O)N(c1ccc(F)c(F)c1)c1ccc(F)c(F)c1	-18	20	2	14	-1	-6
O=[N+]([O-])c1ccc(N/N=C/c2cccc(C(F)(F)F)c2)c([N+](=O)[O-])c1	16	3	-8	19	9	10

Further results.
SMILES	rad50	yeast bub3	yeast cln2 rad14	mlh1 rad18	sgs1 mgt1	mec2-1
CCOC(=O)c1c[nH][nH]c1=O	-9	8	-18	6	-4	-8
O=C(O)C(c1ccccc1)c1ccc(O)cc1 (centres undefined)	-7	0	21	26	-31	-16
COc1cc2c(cc1C(C)c1ccc(Cl)cc1)OCO2 (centres undefined)	13	20	21	5	-2	-2
C/C(=N/Nc1ccc([N+](=O)[O-])cc1[N+](=O)[O-])c1ccccc1	-4	1	-14	-11	-13	-13
CC1=N/C(=N\c2nc3cc(C)c(C)cc3[nH]2)NC(=O)CC1	2	·	·	-11	·	-9
ClCCCN(CCCCl)c1ccc(C=Nc2cccc(Cl)c2)cc1	91*	-13	86*	79*	93*	-1
S=C1C(=Nc2ccccc2)N(c2ccccc2)/C(=N\c2cccc[n+]2Cc2ccccc2)N1c1ccccc1	97*	98*	94*	98*	99*	98*
Cc1cccc(C)c1NC(=O)C(=O)CC(=O)c1sc(Nc2c(C)cccc2C)nc1C	12	17	-23	17	26	-11
O=Cc1ccc2c(c1)CC1(C2)Cc2ccc3c(c2C1)CCC3 (centres undefined)	93*	91*	73*	85*	88*	89*
S=C(Cc1cccnc1)N1CCOCC1	-8	5	-28	46	8	42
O=C(Nc1ccccc1CC(O)c1ccc2c(c1)OCO2)c1ccccc1 (centres undefined)	19	12	-23	14	4	-8
C=C1CC(COc2cc(=O)oc3ccccc23)(c2ccccc2)OC1=O (centres undefined)	-41	-10	9	-4	-10	-36
Cc1cccc(Cl)c1NC(=O)NCCCN1CCOCC1	3	-2	14	6	6	-15
CC(=O)OCC1OC(n2c(O)c(N=NC(N)=S)c3ccc([N+](=O)[O-])cc32)C(OC(C)=O)C1OC(C)=O (centres undefined)	96*	53	-1	61	71*	35
NC(N)=Nc1cccc2c1CC=CC2	0	2	-6	0	-5	-3
O=C(O)C/C(=C\c1ccccc1)C(=O)c1ccccc1	3	-16	-38	-6	1	-18
C[Si]1(C)CCC(=O)CC[Si](C)(C)O[Si](C)(C)CCC(=O)CC[Si](C)(C)O1	-29	-44	-135	-5	-40	-49
O=C(O)c1ccc([N+](=O)[O-])cc1O	-1	13	3	4	0	-5
C1CSCC2(COC2)CS1	13	-2	5	14	-10	14
O=C(c1ccccc1)c1cccc2c1ccc1ccccc12	13	23	17	32	38	39
COC(=O)C(C(=O)Cc1ccccc1[N+](=O)[O-])C(=O)OC	12	20	10	2	8	8
CCN(CC)CCOc1c(OC)cccc1OC	3	15	1	11	1	-7
CCC(C)NC(=O)c1ccc(Cl)cc1Cl (centres undefined)	16	-29	-68	-23	-13	-18
c1ccn2nncc2c1	1	18	8	-7	-4	-4
Cc1nnn(N(C(=O)c2ccccc2)C(=O)c2ccccc2)c1C	1	-14	-18	7	16	3

19 of these compounds in another layout.
Results follow in this order: rad50, yeast bub3, yeast cln2 rad14, mlh1 rad18, sgs1 mgt1, mec2-1
> C/C(=N/Nc1ccc([N+](=O)[O-])cc1[N+](=O)[O-])c1ccccc1
 : -4, 1, -14, -11, -13, -13
> CC1=N/C(=N\c2nc3cc(C)c(C)cc3[nH]2)NC(=O)CC1
 : 2, ·, ·, -11, ·, -9
> ClCCCN(CCCCl)c1ccc(C=Nc2cccc(Cl)c2)cc1
 : 91*, -13, 86*, 79*, 93*, -1
> S=C1C(=Nc2ccccc2)N(c2ccccc2)/C(=N\c2cccc[n+]2Cc2ccccc2)N1c1ccccc1
 : 97*, 98*, 94*, 98*, 99*, 98*
> Cc1cccc(C)c1NC(=O)C(=O)CC(=O)c1sc(Nc2c(C)cccc2C)nc1C
 : 12, 17, -23, 17, 26, -11
> O=Cc1ccc2c(c1)CC1(C2)Cc2ccc3c(c2C1)CCC3 (centres undefined)
 : 93*, 91*, 73*, 85*, 88*, 89*
> S=C(Cc1cccnc1)N1CCOCC1
 : -8, 5, -28, 46, 8, 42
> O=C(Nc1ccccc1CC(O)c1ccc2c(c1)OCO2)c1ccccc1 (centres undefined)
 : 19, 12, -23, 14, 4, -8
> C=C1CC(COc2cc(=O)oc3ccccc23)(c2ccccc2)OC1=O (centres undefined)
 : -41, -10, 9, -4, -10, -36
> Cc1cccc(Cl)c1NC(=O)NCCCN1CCOCC1
 : 3, -2, 14, 6, 6, -15
> CC(=O)OCC1OC(n2c(O)c(N=NC(N)=S)c3ccc([N+](=O)[O-])cc32)C(OC(C)=O)C1OC(C)=O (centres undefined)
 : 96*, 53, -1, 61, 71*, 35
> NC(N)=Nc1cccc2c1CC=CC2
 : 0, 2, -6, 0, -5, -3
> O=C(O)C/C(=C\c1ccccc1)C(=O)c1ccccc1
 : 3, -16, -38, -6, 1, -18
> C[Si]1(C)CCC(=O)CC[Si](C)(C)O[Si](C)(C)CCC(=O)CC[Si](C)(C)O1
 : -29, -44, -135, -5, -40, -49
> O=C(O)c1ccc([N+](=O)[O-])cc1O
 : -1, 13, 3, 4, 0, -5
> C1CSCC2(COC2)CS1
 : 13, -2, 5, 14, -10, 14
> O=C(c1ccccc1)c1cccc2c1ccc1ccccc12
 : 13, 23, 17, 32, 38, 39
> COC(=O)C(C(=O)Cc1ccccc1[N+](=O)[O-])C(=O)OC
 : 12, 20, 10, 2, 8, 8
> CCN(CC)CCOc1c(OC)cccc1OC
 : 3, 15, 1, 11, 1, -7

More entries:
SMILES	rad50	yeast bub3	yeast cln2 rad14	mlh1 rad18	sgs1 mgt1	mec2-1
Nc1nc(-c2ccccn2)cc(-c2cc(-c3ccccn3)nc(N)n2)n1	-12	-10	-1	6	-18	-12
O=C(c1c(F)c(F)c(F)c(F)c1F)n1ccnc1	13	3	15	20	11	17
CCC1C[N+]2=C(c3cc(OC)c(OC)cc3CC2)c2c1cc1n2CCc2cc(OC)c(OC)cc2-1 (centres undefined)	93*	93*	93*	94*	94*	95*
COc1ccc2c(c1)CCC1C2CCC2(C)C(=O)C(n3cnc4c(SC)ncnc43)CC12 (centres undefined)	42	25	29	47	58	20
Cc1ccc(NC(=O)/C(Cc2nc3ccc([N+](=O)[O-])cc3[nH]c2=O)=N\NC(=O)C[n+]2ccccc2)c(C)c1	-8	15	15	-8	-4	-9
CCOC(=O)/C(=C\c1ccnc2ccccc12)P(=O)(OCC)OCC	12	10	11	23	15	4
CC(=O)Nc1ccc(C)c(NC(C)=O)c1	-10	-9	-36	2	20	-35
O=[N+]([O-])c1ccc(NN=C2CCCC2)c([N+](=O)[O-])c1	5	-4	-3	27	17	18
COc1ccc(NC(=O)Nc2ccc(F)cc2)c(OC)c1	16	24	14	7	11	5
C[C@@H]1CC[C@H]2C(C)(C)[C@H]3C[C@@]12CC[C@@]3(C)O	22	12	14	-19	13	-17
O=C(OCC(O)C(O)C(O)C(SCc1ccccc1)SCc1ccccc1)c1ccc([N+](=O)[O-])cc1 (centres undefined)	24	-1	20	6	32	3
CC(C)C(c1ccccc1)c1ccccc1	10	-1	16	29	52	49
CC(=O)Nc1cc(F)c(N)c(F)c1	-11	0	-5	-4	-13	-4
Cc1cc2c(cc1C)C1=C(CCC2)C(=O)C(=O)O1	-25	-18	-14	1	-16	-5
NC1CCCCC1N.O=NN1CCCCCC1(P(=O)([O-])[O-])P(=O)([O-])[O-].[Na+].[Pt+2]	-35	-13	-19	-10	-15	20
CCCCCCC#CC(=O)OCCCC	-10	-22	-20	-16	6	-15
CC(=O)Cc1ccc([N+](=O)[O-])cc1	0	4	-42	12	-16	-9
O=[N+]([O-])c1ccccc1S(=O)(=O)N1CCCc2cc(Cl)ccc21	-3	21	-12	13	9	4
COc1ccc2c(c1OC)C1=NCCc3cc4c(cc3C1(OC)C2=O)OCO4 (centres undefined)	-7	14	17	-1	7	1
CCC(C)CCC(=O)OCC(=O)c1ccc(-c2ccccc2)cc1 (centres undefined)	14	7	-14	6	15	-19
Cc1cccc(N=NC(=O)NNc2cccc(C)c2C)c1C	47	43	42	39	20	29
COC(=O)C(N)Cc1ccc(OC)cc1 (centres undefined)	-5	8	-2	4	8	-9
CCCCCCCN=C(N)c1ccc(C(=O)OC2CCCCC2)cc1	97*	98*	96*	99*	99*	98*
O=[N+]([O-])c1cc(C=NC23CC4CC(CC(C4)C2)C3)ccc1Cl	-19	23	-9	19	-5	10
CC(CCO)CCCO (centres undefined)	-22	-26	-14	-27	7	-12

Next part:
SMILES	rad50	yeast bub3	yeast cln2 rad14	mlh1 rad18	sgs1 mgt1	mec2-1
CC(C)C1Oc2ccc(Br)cc2C1O (centres undefined)	11	19	-13	6	2	8
c1ccc(Nc2ccccc2)cc1 (tested in a mixture with another compound)	3	39	2	10	2	20
CC(=O)NC(Cc1ccccc1)/C(C)=N\O (centres undefined)	-3	5	-15	5	-3	-2
COc1cccc2c1OC(=O)C(S(=O)(=O)c1ccccc1)C2 (centres undefined)	-8	-7	-37	-4	6	-4
Clc1ccc(-n2cnc3c(Cl)ncnc32)cc1	-11	-5	-19	-20	1	-7
C/C=C/C[P+](Cc1ccccc1)(c1ccccc1)c1ccccc1	60	25	-32	14	26	15
CCCOC(=O)CCC(NC(=O)c1ccc(Nc2nc3ccccc3nc2-c2cccs2)cc1)C(=O)OCCC (centres undefined)	-36	-9	3	-27	-17	-33
O=C(Cn1c(-c2ccccc2)cc2ccccc21)N1CCOCC1	0	2	-18	-28	-39	-33
